# SUMO Mot1 rescue = blocks SUMOylation pathway, rescuing yeast Mot1-301 growth; 1% of 320,000 active; S. cerevisiae Mot1-301 growth rescue, ATP luminescence, 38.5C; percent above DMSO median, 100 means doubled; growth rescue, % at 18.8 µM;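 active means every valid replicate shows activation above 250% relative to neutral control wells; inactive means the rest, any valid replicate at or below 250%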;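 further: OY570 slx delta 5 strain wells were the positive control but not used for scaling; some compounds called inactive have numbers as strong as hits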
# MOR-DOR ag = OPRM1-OPRD1 heterodimerization agonism | P35372+P41143 | cells, luminescence | activation, % at 9.3 µM | 0.3% of 340,000 active; in the data active means activation above about 18%;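 further: 0% = vehicle-treated cells and 100% = reference agonist; values of inactives mirror those of a sister screen read the other way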
# Target sequence (P35372 whole entry, looked up): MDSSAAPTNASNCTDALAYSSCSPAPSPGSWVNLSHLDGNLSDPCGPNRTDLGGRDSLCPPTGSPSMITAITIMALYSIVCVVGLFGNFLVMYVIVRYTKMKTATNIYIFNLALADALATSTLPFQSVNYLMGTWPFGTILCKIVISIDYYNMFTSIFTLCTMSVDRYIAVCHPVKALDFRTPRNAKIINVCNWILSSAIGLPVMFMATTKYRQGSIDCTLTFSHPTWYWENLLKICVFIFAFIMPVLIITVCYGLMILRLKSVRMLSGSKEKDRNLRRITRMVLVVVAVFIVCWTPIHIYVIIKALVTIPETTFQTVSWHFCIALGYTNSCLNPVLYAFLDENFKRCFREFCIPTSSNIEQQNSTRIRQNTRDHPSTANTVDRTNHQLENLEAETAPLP
# Target sequence (P41143 whole entry, looked up): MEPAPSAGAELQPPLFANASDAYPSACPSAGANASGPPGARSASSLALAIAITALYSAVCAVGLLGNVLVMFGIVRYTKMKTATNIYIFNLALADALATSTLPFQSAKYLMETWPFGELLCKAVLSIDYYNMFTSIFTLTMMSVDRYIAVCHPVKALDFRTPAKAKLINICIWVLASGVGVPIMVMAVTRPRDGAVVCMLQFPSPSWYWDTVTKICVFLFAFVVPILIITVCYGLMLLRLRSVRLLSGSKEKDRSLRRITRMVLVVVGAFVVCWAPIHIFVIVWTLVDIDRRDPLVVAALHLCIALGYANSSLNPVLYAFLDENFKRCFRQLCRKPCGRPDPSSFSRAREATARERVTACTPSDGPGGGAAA
# E coli growth = bacterial growth inhibition, counter-screen for AddAB inhibitors. E. coli V3065 growth, OD600 absorbance, 18 h. inhibition, % at 11.9 µM. 0.27% of 330,000 active;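 active means inhibition above the campaign's mean inhibition across all tested compounds plus 3 SD, cut at about 9.9% in these data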;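 further: uninfected addAB+ strain grown without phage in ampicillin broth; 0% = DMSO wells and 100% = ciprofloxacin 0.95 µg/ml wells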
# Pemphigus Ab inh = inhibitors of pemphigus antibody binding to human desmoglein-3 | DSG3-coupled beads, scFv-anti-DSG3-GFP binding, flow cytometry; hits give low values | 0.48% of 310,000 active | binding (percent of control), % at 10 µM | AID 588358 | P32926;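 active means binding more than 3 SD below its plate's average and above zero; inconclusive means below that plate limit but binding exactly zero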;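 further: hits lower antibody fragment binding to DSG3; some compounds called inactive have numbers as strong as hits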
# AddAB inh = less growth of phage-infected E. coli with AddAB; E. coli expressing H. pylori AddAB, absorbance growth; inhibition, % at 11.9 µM; 0.29% of 330,000 active; AID 435030; in the data active means inhibition above about 12%;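 further: 0% = vehicle wells of infected cells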
# phage Ecoli inh = E. coli growth loss with phage present; 0.26% of 360,000 active; AID 651602; growth absorbance; inhibition, % at 11.9 µM; in the data active means inhibition above about 11%
# OPRM1-OPRD1 inv = inverse agonist of human OPRM1-OPRD1 heterodimerization; cell-based MOR-DOR heterodimer luminescence, inverse agonism; 0.21% of 340,000 active; P35372+P41143; AID 504357; inhibition, % at 9.3 µM; in the data active means inhibition above about 22%, passing the limit was not always enough;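 further: 0% = cells with DMSO and 100% = wells without cells with DMSO; values of inactives mirror those of a sister screen read the other way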
# PfHsp90 yeast 2 = reduces growth (ATP signal) of yeast expressing P. falciparum Hsp90; S. cerevisiae expressing PfHsp90, BacTiter-Glo ATP, 48 h; yeast lacking PDR1 and PDR3 efflux regulators; inhibition, % at 9.4 µM; 0.32% of 310,000 active;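 active means every replicate shows inhibition above about 80%, whatever the replicate mean, limit read from the data; inconclusive means mean inhibition reaches the set limit but some replicate falls short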;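 further: 0% = DMSO neutral controls and 100% = 20 µM radicicol positive controls; yeast relying on Plasmodium falciparum Hsp90 in place of its own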
# PKA-R1A act = PKA-R1A complex activation. P00514+P68181. PKA-R1A dissociation, Cy5-IP20 fluorescence polarization; scaled: DMSO 0%, 113 µM cGMP 100%. activation, % at 11.4 µM. 0.083% of 340,000 active. AID 504707;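 active means percent activation above the mean of all tested compounds plus 3 SD, cut at about 19% in these data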;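 further: higher means more PKAc released from R1A so a rise in polarization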
# Arrestin-AP2 inh = inhibitors of human beta-arrestin and AP2 interaction. FITC-arrestin peptide / GST-AP2 beads, flow cytometry; AP2 beta2 appendage carries R879A mutation. inhibition, % at 10 µM. 0.31% of 340,000 active. AID 504490;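 active means inhibition above a set limit, near 3 SD of compounds lacking own fluorescence, cut at about 54% in these data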;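 further: plate controls were DMSO wells for no effect and 5 µM unlabelled arrestin peptide for full effect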
#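 Assay system: GST-AP2 R879A bound to glutathione beads, E. coli-expressed; Medium: PBS with 0.05% Tween 20 and 0.1% BSA; Also added: fluorescein-tagged arrestin peptide at 50 nM final; Timing: 12 min plus 1 h, RT; Measured by: flow cytometry, FL1 (488/535 nm); Evaluation: percent drop in bead-associated FITC signal.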
# Tat transport = blocks Tat-dependent protein export in E. coli; E. coli MC4100 TorA-mCherry Tat export, fluorescence; 0.036% of 340,000 active; inhibition, % at 10 µM;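 active means mean replicate inhibition at least 50% and at least half of replicates individually reaching 50%; inconclusive means only one of the two criteria met; inactive means neither criterion met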;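 further: exported cargo escapes ClpAP degradation while cytoplasmic cargo is degraded and loses fluorescence; 0% = median of neutral control wells and 100% = median of NaSCN control wells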
# * marks the source's active call; other numbers are inactive results; ? = inconclusive; . = no result given.
SMILES,SUMO Mot1 rescue,MOR-DOR ag,E coli growth,Pemphigus Ab inh,AddAB inh,phage Ecoli inh,OPRM1-OPRD1 inv,PfHsp90 yeast 2,PKA-R1A act,Arrestin-AP2 inh,Tat transport
c1cncc(-c2noc(-c3cccc4ccccc34)n2)c1,9,0.5,0.4,97,3.1,2.7,-3,.,6,3,2
O=C(NC1CCC(O)CC1)c1ccccc1OCc1ccc(F)cc1 (centres undefined),-2,-1.9,2.1,104,3.5,-0.1,13,-12,-8,0,-3
COc1ccc(-c2cc(-c3c(O)c(OC)c4occc4c3OC)[nH]n2)cc1,-16,10,2.1,97,4.5,3.9,-51,-26,10,9,9
Cn1nc(C(=O)Nc2ccccc2Cl)cc1C(=O)Nc1ccccc1Cl,11,0.5,1.0,97,1.1,1.8,-2,-4,-4,1,0
CCc1nc(C)ccc1OCC(=O)N(CC)CC,0,-0.1,-0.9,99,4.6,-2.0,0,3,-10,8,-3
COCCC(=O)Nc1c(-c2ccccc2)c2cc(Br)ccc2[nH]c1=O,25,-1.0,0.1,108,-1.0,3.9,5,-10,-3,25,8
Cc1nc(C(=O)Nc2ccccc2)sc1C1(C)CC(c2cccc([N+](=O)[O-])c2)=NO1 (centres undefined),19,-0.6,-1.7,99,0.7,4.8,3,8,7,2,-6
C=C[C@H](CC(C)C)N(Cc1ccccc1)S(=O)(=O)N(Cc1ccc(OC)cc1)[C@H](C=C)CC(C)C,3,-1.6,0.9,108,1.1,3.6,9,-2,-12,-3,-8
CCn1ncc(-c2ccnc3cc(C(=O)O)nn23)c1C,-9,-1.4,0.6,88,2.5,7.0,7,-2,3,1,-4
O=c1c2cc(O)c(O)cc2oc2cc(O)c(C3OC(CO)C(O)C(O)C3O)c(O)c12 (centres undefined),-10,-0.5,-5.2,99,-0.2,-1.3,3,.,-5,5,-6
CC(C)(C)CC(=O)NC(=S)NCc1ccco1,.,1.0,1.3,100,2.7,2.7,-5,-3,-5,25,4
COCCCn1[nH]c2c3c(ccc2c1=O)C(=O)c1ccccc1C3=O,4,0.5,-4.0,121,-4.2,1.3,-3,-62,-1,5,2
CCc1ccccc1NC(=O)N1C2CCCC1CC(NC(=O)C(C)(C)C)C2 (centres undefined),20,-2.0,-1.2,105,3.2,3.1,11,-7,-1,19,6
COc1ccccc1OCCCC(=O)Nc1ccc(N2CCOCC2)cc1,.,-1.3,2.6,97,-0.2,2.6,7,22,-5,-5,-3
COc1cccc(/C=C2/Sc3ccc(C(=O)NCCCN4CCCC4)cc3NC2=O)c1,11,-1.9,-4.1,104,1.0,0.5,10,-10,2,-14,4
Cc1ccnc(N2CCC(C(=O)NCc3ccc(F)cc3)CC2)n1,3,-1.5,2.9,103,-0.4,3.2,7,-14,7,-3,2
CCNC(=O)CCn1nc(-c2ccc(C)cc2)c2ccccc2c1=O,4,-4.3,-2.0,101,-0.7,1.2,19,-3,-1,6,-2
N#Cc1cc2ccccc2nc1SCc1ccccn1,21,-0.1,0.8,107,0.2,4.9,0,-16,-7,-1,-1
Oc1cnc2ccccc2c1CN1CCOCC1,-12,-0.8,-0.8,92,-3.8,-0.8,4,-12,-12,25,4
O=C(CNc1cccc2ccccc12)N/N=C/c1cccc(Oc2ccccc2)c1,20,3.0,-1.0,87,1.2,3.5,-19,-13,-4,8,-3
CCN(C(=O)c1cc(Cl)ccc1OC)c1ccccc1C,-2,-0.8,3.5,102,2.3,2.5,4,-11,-4,14,13
CCC(C)NC(=O)C1CCN(S(=O)(=O)c2ccc3nc4c(c(C(=O)O)c3c2)CCCCC4)CC1 (centres undefined),-12,-2.1,-0.9,.,2.5,2.2,11,-5,-8,3,13
O=C(CSc1nnc(NC(=O)c2ccco2)s1)NC1CCCC1,86,-0.9,-2.4,100,1.8,2.3,5,.,-13,11,-9
Cc1cccnc1NC(=O)C1CCCN1S(=O)(=O)c1ccc(Cl)cc1 (centres undefined),0,1.4,0.2,.,3.0,1.5,-7,5,6,7,-2
COc1ccccc1CNC(=O)COC(=O)Cc1c(Cl)cccc1Cl,-24,-2.9,-0.2,106,3.6,2.6,15,1,-3,0,8
O=C(Cn1c2c(sc1=O)C1c3ccccc3OCC1CS2)Nc1ccc(Cl)c(Cl)c1 (centres undefined),8,-1.7,-1.8,109,-1.9,1.3,9,1,-5,9,-1
COc1ccc(C)cc1S(=O)(=O)N1c2ccc(C)cc2C2CN(C)CCC21 (centres undefined),.,.,.,109,.,3.2,.,0,-7,23,3
CCN(C[C@H]1N[C@@](Cc2ccccc2)(C(=O)OC)[C@H]2C(=O)N(Cc3ccccc3)C(=O)[C@@H]12)C(=O)Nc1ccc(Cl)cc1,-3,1.1,6.4,98,5.7,9.0,-5,9,-3,-18,3
O=C(Cc1ccccc1)c1c[nH]c(C(=O)C(Cl)(Cl)Cl)c1,-13,-1.7,-3.3,124,-0.7,-0.8,7,-20,-4,-6,-15
CC(C)(C)c1ccc(C(=O)NNC(=O)Cc2cccc3ccccc23)cc1,-7,-2.0,1.6,102,1.5,4.3,11,12,3,-4,-3
O=[N+]([O-])c1cccc(/C=C/c2ccc3cccc(O)c3n2)c1,5,0.5,-2.6,94,-3.2,0.2,-3,-1,-4,6,-2
O=C(Cn1cnc2ccccc21)Nc1ccc2c(c1)OCCCO2,-8,.,13*,95,17*,16*,.,-35,0,8,-7
CCOc1ccc(N(CC(=O)O)S(=O)(=O)c2cccnc2)cc1,-13,-3.9,-1.2,109,1.1,2.7,19,11,1,3,3
O=C(COc1nsnc1N1CCOCC1)N/N=C/c1ccccc1O,240,1.5,-2.1,96,-3.6,3.8,-9,-22,0,1,-11
Nc1[nH]nc2nc(-c3ccccc3)[nH]c(=O)c12,1,-0.2,-2.4,95,-0.9,0.9,1,0,-9,28,1
Cc1cccc(CC(=O)NCC2CCCCC2)c1,161,0.4,-2.3,106,2.4,.,-2,.,4,39,-4
COc1cccc2sc(=NC(=O)CS(=O)(=O)c3ccc(F)cc3)n(C)c12,-6,-0.3,1.1,103,5.7,-0.7,2,.,-11,-10,-2
O=c1oc2ccccc2c(O)c1C=Nc1cccnc1,49,-2.0,-0.6,105,-1.0,0.8,10,9,-2,10,6
CC(C)c1nc(-c2ccccn2)no1,6,-0.8,-2.2,98,-1.3,5.3,4,.,8,7,-2
Cc1ccc(C(=O)NNC(=O)CSc2nnc(C3CC3)n2C)cc1,9,-1.0,0.1,98,4.2,-0.3,6,-58,-4,9,8
O=C(c1cc(F)ccc1F)C1CCCN(C(=O)CCCN2CCCCC2=O)C1 (centres undefined),-10,-1.2,1.5,92,1.3,2.4,6,17,-2,-12,-7
Cc1ccc(-c2cc(C(F)F)n3ncc(C(=O)N4CCN(c5cccc(C)c5C)CC4)c3n2)cc1,-21,-2.0,-0.5,88,1.3,0.2,12,-10,2,0,5
CC(C)Cn1c(SC(C)C(=O)Nc2ccc3c(c2)OCCO3)nc2ccccc2c1=O (centres undefined),.,1.6,.,101,.,1.2,-9,9,-8,-9,4
CC(C)Cn1c(N)c(C(=O)COC(=O)COc2cccc(C(F)(F)F)c2)c(=O)n(C)c1=O,-5,6.1,0.7,108,1.9,-2.3,-25,-13,-7,-5,3
CCOc1cccc(CNCCO)c1OCc1ccc(Cl)cc1,30,0.8,-0.3,98,4.2,2.3,-4,35,1,-4,-6
COCCCNC(=O)c1cccc2c(=O)c(C)c(-c3ccccc3)oc12,6,-2.7,1.9,103,2.5,3.4,12,10,0,6,-3
CC(C)(C)OC(=O)N(CCc1ccccc1)Cc1ccccc1OCc1ccc(NC(=O)C2CCCC2)cc1,.,-2.5,.,105,.,5.0,12,4,3,-2,0
S=c1nc(-c2ccccc2Cl)n(Cc2cccnc2)c2c1CCCC2,8,-0.3,0.2,108,-0.7,2.8,2,-15,10,3,-4

# Of the compounds above, two contain a nitro group on carbon:
SMILES,SUMO Mot1 rescue,MOR-DOR ag,E coli growth,Pemphigus Ab inh,AddAB inh,phage Ecoli inh,OPRM1-OPRD1 inv,PfHsp90 yeast 2,PKA-R1A act,Arrestin-AP2 inh,Tat transport
Cc1nc(C(=O)Nc2ccccc2)sc1C1(C)CC(c2cccc([N+](=O)[O-])c2)=NO1 (centres undefined),19,-0.6,-1.7,99,0.7,4.8,3,8,7,2,-6
O=[N+]([O-])c1cccc(/C=C/c2ccc3cccc(O)c3n2)c1,5,0.5,-2.6,94,-3.2,0.2,-3,-1,-4,6,-2

# (list continues)
SMILES,SUMO Mot1 rescue,MOR-DOR ag,E coli growth,Pemphigus Ab inh,AddAB inh,phage Ecoli inh,OPRM1-OPRD1 inv,PfHsp90 yeast 2,PKA-R1A act,Arrestin-AP2 inh,Tat transport
c1ccc2c(c1)CCN(c1ncnc3c1[nH]c1ccccc13)C2,-20,52*,1.1,100,3.1,4.6,-324,-26,-7,-1,-4
CC(C)(C)NC(=O)COC(=O)CCC(=O)c1ccc(Cl)cc1,-6,-3.2,0.1,109,2.0,5.6,17,0,-11,14,1
CC1(C)OC2CCN3C(C(O)COS3(=O)=O)C2O1 (centres undefined),-5,-0.4,0.2,106,1.3,1.8,2,-7,-5,8,-3
CCn1cc(/C=N/NS(=O)(=O)c2ccc(OC)cc2)c(C)n1,0,-0.9,1.2,.,5.0,2.0,4,14,-8,-5,3
O=C(NC1CCCC1)c1ccc(CS(=O)(=O)c2ccc(Br)cc2)o1,231,1.1,0.2,107,1.8,2.7,-6,.,5,13,-1
CCNC(=S)N1CCc2cc(OC)c(OC)cc2C1COc1ccc(OC)cc1 (centres undefined),2,-3.3,-1.8,103,-1.4,-0.5,15,-13,0,-7,-8
C=CCn1c(=O)c2ccccc2n2c(SCC(=O)NC)nnc12,-24,-1.7,-3.4,105,1.0,0.6,8,-3,-1,4,-8
COc1ccc(S(=O)(=O)N2CCOC2CNC(=O)C(=O)NCCCN2CCOCC2)cc1 (centres undefined),-3,-3.3,-1.4,108,-1.4,-0.5,23,-10,2,-11,-3
COc1ccc(CNC(=O)C(C)NS(=O)(=O)c2ccc(C)cc2)cc1 (centres undefined),-24,-1.8,0.5,102,-0.6,2.1,9,-15,0,22,-2
C=CS(=O)(=O)c1ccc(Oc2ccc(S(=O)(=O)C=C)cc2)cc1,-19,-1.2,-1.2,106,5.4,3.0,7,-12,-7,0,-3
CS(=O)(=O)c1ccc(Cl)c(NC(=O)Cc2ccsc2)c1,-2,-1.6,1.8,116,-0.3,-2.0,9,3,-1,-1,5
O=S(=O)(/N=C(\Sc1ccccc1)c1ccccc1)c1ccc(Cl)cc1,-15,-0.5,-0.2,105,-1.1,2.4,3,-33,-1,0,-4
Cn1cccc1CNCC(O)c1ccccc1 (centres undefined),2,-1.3,-1.8,113,2.2,-1.1,7,1,0,19,?

# Screening data as filed in PubChem BioAssay.
